# INS promoter inh: TRM-6 insulin promoter activity inhibition; TRM-6 cells (human fetal islet line), insulin promoter-eGFP reporter, imaging; reporter expression induced with tamoxifen; inhibition, % at 2 µM; 130,000 tested, 0.9% active;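 active means inhibition above the mean plus 3 SD, with well images judged a real hit on visual review, cut at about 60% in these data, passing the limit was not always enough; inconclusive means inhibition over the cutoff but images rejected on review; inactive means inhibition not above the cutoff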
# sdo1 growth: sdo1-depleted yeast growth rescue; S. cerevisiae sdo1-depleted JHY4D growth rescue, OD600 30 h; hits give high values; pdr5 snq2 efflux-pump mutant strain; z-score at 10 µM; 140,000 tested, 0.21% active;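 active means z-score above 3 at both the 24 hr and the 30 hr optical density reads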;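 further: z-score against mean and SD of all compound wells on the same plate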
# sdo1 growth Rescue 24 h: second read-out of sdo1 growth, no call of its own (marks repeat the call); z-score; S. cerevisiae sdo1-depleted JHY4D growth rescue, OD600; measured here: growth rescue at 24 h;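 0 is the plate mean of compound wells and units are plate SD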
# * marks the source's active call; other numbers are inactive results; u = inconclusive; x = no result given; [ ] = remark or other dose.
sdo1 growth,INS promoter inh,sdo1 growth Rescue 24 h,mol
x,0.0,x,CC1(C)CC(NCc2ccccc2)CCO1 (stereo not given)
-1.28,x,-0.57,Nc1nc2ccc(Oc3ccccc3)cc2s1
-0.52,-64.7,-0.64,CCn1c(SCC(=O)Nc2nnc(C)s2)nnc1-c1ccco1
1.51,7.0,2.23,CCNc1[nH]c(=O)n(C)c(=O)c1N=O
x,13.3,x,CC(=O)Nc1ccc(Nc2ccc3c4c(cc(=O)n3C)-c3ccccc3C(=O)c24)cc1
0.86,3.6,1.12,CCN(CC)C(=O)Cn1c(=O)n(C)c2ccccc21
1.2,-7.7,0.1,CCOC(=O)N1CCC(=NNC(=O)c2cc3ccccc3cc2O)CC1
-0.67,33.3,-0.5,O=S(=O)(c1ccc(-c2ccccc2)cc1)N1CCOCC1
-1.68,x,-1.87,N#Cc1cc(-c2ccccc2)nc(Oc2ccccc2)n1
0.88,x,0.7,CC(=O)N1CCc2cc(S(=O)(=O)NCCC(=O)NC3CCN(Cc4ccccc4)CC3)ccc21
0.76,-30.6,0.55,COc1ccc(CNC(=O)c2ccc(CN3CCOCC3)cc2)cc1
-0.52,48.1,-0.11,O=C(c1ccccc1)c1cccc(NC(=O)C2CC2)c1
-0.26[5 µM],x,-0.42,Cc1ccc(S(=O)(=O)N2CCN(C(=O)CSc3nc4ccccc4c(=O)[nH]3)CC2)cc1
-0.21,8.8,-0.49,O=C(Cc1ccccc1)N[C@@H](Cc1ccccc1)c1nc2ccccc2[nH]1
-1.05,-44.7,-0.84,O=C(CN(C1CCCCC1)S(=O)(=O)c1ccccc1)NCc1cccnc1
x,8.3,x,CCCCNC(=O)c1ccc(CS(=O)(=O)Cc2ccccc2F)o1
0.91,6.7,0.55,CCN(CC#CCC1(O)c2ccccc2-c2ccccc21)CCO
-0.64,75.0*,-0.29,CCOc1ccc(-c2cc(CCCC(=O)NCCc3ccccc3)no2)cc1
0.33,58.8,-0.47,CCC(NC(=O)NCc1ccc2c(c1)OCO2)(C(F)(F)F)C(F)(F)F
-0.19,-71.4,-1.07,CC(C)(C)N(Cc1cc2ccccc2[nH]c1=O)C(=O)C1CCCCC1
0.14,6.2,-0.21,CN(C)S(=O)(=O)N(CC(=O)Nc1ccccc1)c1ccccc1
-0.42,x,-0.28,CCc1ccc(NC(=O)CS(=O)CC(=O)NCCCc2ccccc2)cc1 (stereo not given)
-0.1,-75.0,0.24,CCn1c(COc2ccccc2C)nnc1SCC(=O)N1CCN(c2ccccc2)CC1
0.47,-21.4,-0.48,CN1CCN(C(c2cccnc2)c2ccc3cccnc3c2O)CC1 (stereo not given)
0.6,x,0.74,CCOc1cc(C2CC(=O)NC(SCC)=C2C#N)ccc1O (stereo not given)
0.41,0.0,-0.17,O=C(O)CCn1nnc(-c2cccs2)n1
x,15.0,x,c1ccc(-c2cc(-c3nc(-c4ccccn4)no3)c3ccccc3n2)cc1
1.03,x,1.07,O=C(O)c1cc(-c2ccc(Cl)cc2)n[nH]1
-0.76,x,0.03,O=[N+]([O-])c1cccc(-c2ccc(/C=N/n3c(-c4ccccc4)n[nH]c3=S)o2)c1
-0.74,3.5,0.56,CCOC(=O)c1c(-c2ccccc2)csc1NC(=O)/C(C#N)=C/c1ccc(OC)c(OC)c1
x,42.9,x,COc1ccc(-c2ccc3nnc(SCC(N)=O)n3n2)cc1
-0.42,17.2,-1.12,Cc1cccc(N=CC=C2OC(C)(C)C(C)(C)O2)c1
-0.75,x,0.02,COc1ccc(-n2nnnc2SCC(=O)c2ccc3c(c2)OCCO3)c(OC)c1
x,25.0,x,CC(=O)c1c(C)[nH]c(C(=O)Nc2ccc(C)c(S(=O)(=O)N(C)C)c2)c1C
0.46,23.1,-0.45,O=C(NCc1ccco1)c1c(F)cccc1Cl
-1.22,x,-0.43,COc1ccc(Sc2cnn(-c3ccccc3)c(=O)c2Cl)cc1
-0.07,18.8,-0.73,COc1ccc(OCc2nn3c(-c4ccccn4)nnc3s2)cc1
0.09,24.2,-0.13,CCOC(=O)C1=C(N)OC2=C(C(=O)CCC2)C1c1cccs1 (stereo not given)
-0.61,x,-1.19,COc1ccc(-n2nnnc2-c2cnc3cc4c(cc3c2C)OCO4)cc1
-1.07,29.0,-1.05,CCCOC(=O)CSc1nc(N)c(C#N)c(CC)c1C#N
0.89,-9.5,0.13,CC(C)(C)CC(=O)Nc1nnc(C(F)(F)F)s1
1.4,-25.0,0.62,Oc1ccc(/C=N/Nc2cc(N3CCOCC3)nc(N3CCOCC3)n2)cc1O
0.96,x,1.53,CCC(C)NC(=O)C(=O)NCc1ccncc1 (stereo not given)
0.06,-21.4,-0.12,O=C(COC(=O)CCc1ccc(S(=O)(=O)N2CCCCC2)cc1)Nc1cccc2ccccc12
0.75,-32.3,0.1,CCC(=O)Nc1ccc(Cl)c(NC(=O)c2cccnc2)c1
-0.19,x,-1.12,COc1cccc(NC(=S)NNC(=O)c2ccccc2OC(F)F)c1
0.71,x,0.49,CC(C)OCCCn1c(=N)c(C(N)=S)cc2c(=O)n3ccccc3nc21
-2.17,4.8,-1.31,COc1cccc(-n2c(C)nc3c(cnn3-c3ccc(Cl)cc3)c2=O)c1
-0.76,4.3,-0.33,CCN(CC)S(=O)(=O)c1ccc2oc(C(=O)N3CCCCCC3)c(C)c2c1
-0.98,13.8,0.03,CN1C(=O)/C(=C2\SC(N3CCCCCC3)=NC2=O)c2ccccc21
0.83,40.7,0.87,CCOc1ccc(C(=O)NCC(c2cccs2)N(C)C)cc1OCC (stereo not given)
0.46,18.8,-0.26,NC(=O)CSc1nnnn1-c1cccc(Cl)c1
0.64,-14.3,0.33,O=C(NCc1ccccc1)c1ccc(S(=O)(=O)N2CCCC2)cc1
1.22,0.0,0.4,CC(C)(C)C(=O)NC(C(N)=O)=C(Cl)Cl
-0.04,-92.9,0.06,CCCC(c1nnnn1C(C)(C)CC)N(CCCO)Cc1cc2cc(C)cc(C)c2[nH]c1=O (stereo not given)
-0.2,x,-1.35,COc1ccc(OC)c(C(C)NC(C)=O)c1 (stereo not given)

# Next section:
sdo1 growth,INS promoter inh,sdo1 growth Rescue 24 h,mol
-0.03,-8.6,-1.12,CN(C)CCCCOc1ccccc1-c1ccccc1
-1.15,40.5,-0.72,Cc1ccc(-c2nc3ccccc3c(C(=O)NCc3cccs3)c2C)cc1
-0.32,17.4,-0.14,O=C(CS(=O)c1ccc(C(F)(F)F)cc1[N+](=O)[O-])Oc1ccccc1 (stereo not given)
-1.06,x,-0.5,Cc1nn(CCc2nc(-c3ccco3)cs2)c2[nH]c(=O)cc(C(F)(F)F)c12
-0.09,53.6,0.17,Cc1ccc(NCCC(=O)c2cccc([N+](=O)[O-])c2)cc1
0.63,-46.7,0.2,COc1ccc(OC)c(NC=C2C(=O)OC(C)(C)OC2=O)c1
0.1,-40.5,0.38,Cc1ccc(C)c(S(=O)(=O)C(C#N)c2nc3ccccc3nc2N2CC(C)OC(C)C2)c1 (stereo not given)
-0.92,20.0,-0.6,Cc1ccc(C(C)C)c(OCCn2c(=O)oc3ccccc32)c1
0.33,25.8,-0.24,CC1CCN(S(=O)(=O)N2CCC(C(=O)NCCN3CCOCC3)CC2)CC1
-0.9,x,-1.55,COc1ccc(C(=O)/C=C/c2cccs2)c(OC(=O)N2CCOCC2)c1
-0.43,-21.4,-0.36,CCOC(=O)C1CCN(C(C(=O)Nc2ccc3c(c2)OCCO3)c2ccccc2)CC1 (stereo not given)
-0.81,-20.0,-0.42,COc1nc(-c2ccccc2)c2c(c1C#N)CC(C)(C)OC2
0.39,40.9,-0.1,CCOC(=O)C1CCN(C(=O)Cn2cc(C#N)c3ccccc32)CC1
-1.09,-31.2,-0.68,O=C1c2ccccc2C2=Nc3ccccc3SC(c3cccc(F)c3)C12 (stereo not given)
0.44,28.6,-0.38,O=C(Cc1csc(N2CCOCC2)n1)N/N=C/c1ccc(F)cc1
0.57,x,0.48,CCCS(=O)(=O)N1CCCC(C(=O)NCCCN2CCN(c3ccc(F)cc3)CC2)C1 (stereo not given)
0.08,54.3,-0.74,CCOC(=O)COc1ccc(S(=O)(=O)NCc2ccncc2)cc1
-0.25,16.9,-0.36,O=C(N/N=C/c1ccccc1O)c1cccc(C(F)(F)F)c1
0.66,16.0,0.08,COc1ccccc1C(=O)N1CCN=C1SCc1cccnc1
0.59,u,0.69,Cc1ccc(SCCC(=O)N2CCCC2)cc1
-1.08,0.0,-1.11,CCCC(=O)NC(C)C(c1cccs1)N1CCN(c2ccccc2)CC1 (stereo not given)
-1.19,-2.6,-0.41,CCc1ccc(C(=O)N2CCC(c3nc4ccccc4s3)CC2)cc1
-1.83,x,-0.4,Cc1nnc(NC(=O)CSc2nc3c(c(=O)n2CCc2ccccc2)SC(C)C3)s1 (stereo not given)
-0.24,33.3,-0.31,CCCCN(CC)S(=O)(=O)c1ccccc1
-0.74,0.0,-0.49,N#Cc1c(NCCCO)nc(-c2ccccc2)c2c1CCCC2
-0.42,-11.1,-0.64,CC1CC2(CCCCC2)N2C(=O)C(=O)c3cccc1c32 (stereo not given)
x,-107.1,x,CC/C(Cc1ccccc1)=N/NC(=O)CCn1nnc2ccccc21
-0.07,x,1.41,Cc1ccc(Cn2ccc(NC(=O)c3cc(-c4cccs4)on3)n2)cc1
0.83,-40.7,0.77,O=c1c2cc(N3CCOCC3)ccc2[nH]c(=S)n1CCN1CCCC1
1.19,-44.0,1.67,C#CCn1c(=NC(=O)c2cc(Cl)sc2Cl)sc2cc(S(N)(=O)=O)ccc21
-1.46,7.1,-1.16,CCN1C(=O)/C(=C/c2cccs2)N(C)C1=S
0.5,32.3,-0.13,CNS(=O)(=O)c1cccc(C(=O)OC2CCCCC2=O)c1 (stereo not given)

# Copied from above (two entries):
sdo1 growth,INS promoter inh,sdo1 growth Rescue 24 h,mol
x,0.0,x,CC1(C)CC(NCc2ccccc2)CCO1 (stereo not given)
-1.28,x,-0.57,Nc1nc2ccc(Oc3ccccc3)cc2s1

# (continued)
sdo1 growth,INS promoter inh,sdo1 growth Rescue 24 h,mol
-0.3,33.3,-0.35,COc1ccc(C(=O)Nc2ccncc2)cc1OC
-1.41,-400.0,-1.48,Cc1cc(C)n(-c2nc3ccccc3nc2N2CCN(C(=O)c3ccccc3)CC2)n1
-0.35,x,-0.65,CCn1c(=NC(=O)CN2C(=O)CCC2=O)sc2c(OC)ccc(OC)c21
1.37,57.1,0.69,O=[N+]([O-])c1ccc2nnn(O)c2c1
-1.2,13.5,-1.12,COC(=O)c1ccc(NC(=O)CN(C)S(=O)(=O)c2ccc(OC)c(C)c2)cc1
-0.36,35.7,-0.6,CC(=O)c1ccc(NC(=O)Nc2ccc([N+](=O)[O-])cc2)cc1
-0.7,-13.3,0.39,S=C(Nc1ccccc1)c1nc2ccccc2s1
-0.05,50.0,0.12,CCOc1ccc(S(=O)(=O)Nc2nc3ccccc3nc2-n2ccc(=NC(=O)c3cccs3)cc2)cc1

# A few values from the results shown.
# `O=C(CS(=O)c1ccc(C(F)(F)F)cc1[N+](=O)[O-])Oc1ccccc1` (stereo not given) in INS promoter inh is entered as 17.4
# `Nc1nc2ccc(Oc3ccccc3)cc2s1` in sdo1 growth is entered as -1.28
# `CCc1ccc(C(=O)N2CCC(c3nc4ccccc4s3)CC2)cc1` in sdo1 growth Rescue 24 h is entered as -0.41
# `COc1cccc(-n2c(C)nc3c(cnn3-c3ccc(Cl)cc3)c2=O)c1` in sdo1 growth is entered as -2.17
# `COc1ccc(CNC(=O)c2ccc(CN3CCOCC3)cc2)cc1` in sdo1 growth Rescue 24 h is entered as 0.55
# `CC1CCN(S(=O)(=O)N2CCC(C(=O)NCCN3CCOCC3)CC2)CC1` in sdo1 growth is entered as 0.33
# `O=C(CN(C1CCCCC1)S(=O)(=O)c1ccccc1)NCc1cccnc1` in sdo1 growth Rescue 24 h is entered as -0.84

# Going on with the list.
sdo1 growth,INS promoter inh,sdo1 growth Rescue 24 h,mol
0.32,x,0.26,CCCN1CCN(C(=O)Cn2c(=O)oc3cc(S(=O)(=O)NCc4ccccc4)ccc32)CC1
x,27.3,x,CCn1c(COc2ccc(OC)cc2)nnc1SCc1nc2ccccc2c(=O)[nH]1
2.27,x,0.83,O=C(c1ccccc1Cl)N1CCC(c2nc3c(nnn3Cc3ccco3)c(=O)[nH]2)CC1
-0.46,-10.5,-0.19,CCc1ccc(N(C(=O)c2csnn2)C(C(=O)NCc2ccccc2)c2ccco2)cc1 (stereo not given)
-0.21,-28.6,-0.6,CN(C)c1ccc(C2NCCS2)cc1 (stereo not given)
0.12,-192.3,0.43,COc1ccc(-c2nc(CSCC(=O)NC3CCCc4ccccc43)c(C)o2)cc1OC (stereo not given)
0.74,x,-0.82,CC1Cc2ccccc2N1C(=O)Cn1cc([N+](=O)[O-])cn1 (stereo not given)
-0.05,-79.4,-0.38,O=C(Cc1ccc([N+](=O)[O-])cc1)NCc1ccccc1Cl
0.05,28.4,-0.29,Cc1ccc(C)c(N2CC(=O)N(c3cc(C)ccc3C)CC2=O)c1
-2.74,-33.3,-2.04,c1ccc(-c2c(-c3ccccc3)n(Cc3ccco3)c3ncnc(NCCCn4ccnc4)c23)cc1
-0.05,11.1,-0.21,COCCCNC(=O)CSc1nc2ccccc2c(=O)n1CCCC(=O)NCC1CCCO1 (stereo not given)
-0.69,x,-0.88,COC(=O)c1cc2occc2n1Cc1c(F)cccc1Cl
0.01,x,-0.11,CCOC(=O)c1ccc(N=c2sc(C(=O)OC)cc(=O)n2Cc2ccc3c(c2)OCO3)cc1
2.05,-5.4,0.15,CCN(CC)S(=O)(=O)c1ccc(N2CCCC2)c(C(=O)OCC(=O)/C(C#N)=C(\C)N)c1
-0.41,11.8,0.06,Cc1cc(C)c2c(-n3cccc3)nn(C)c2n1

# The list is partial, so the mix of outcomes need not match the whole.
